Source: PubChem
LDHA inh – LDHA (human) enzyme inhibition | P00338 | purified LDHA, NADH/diaphorase-resazurin fluorescence; hits give low values | activity change, % (values are at about 110 or 230 µM) | hit rate 0.15% among 480,000; in the data active = activity change below about -30%; inconclusive = mostly about -25% to -30%;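 note: plate controls were DMSO wells for no effect and wells without enzyme for full effect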
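LDH5 2 nM; NADH 0.06 mM, pyruvate 0.2 mM; 200 mM Tris pH 7.4, EDTA, Tween-20; 5 min RT. Detection: diaphorase 0.133 mg/mL + resazurin 37 µM, fluorescence ex540/em590 at 0 and 20 min; normalized to enzyme-free and DMSO wells.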
USP1 inh – blocks the human USP1/UAF1 deubiquitinase complex. recombinant USP1/UAF1, Ub-Rhodamine cleavage fluorescence. Potency, µM (top dose mostly 57.1 µM), for the others: at the top dose activity change, negative = inhibition, hits mostly inhibitors. hit rate 0.23% among 390,000. AID 743255; note: potency is the fitted concentration of half-maximal effect; % is set by controls: 0 for no effect and ±100 for the full control effect; nearly all actives have a fitted effect of over 60% in size; inactives centre near -12
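USP1/UAF1 complex at 1 nM was preincubated with compound for 15 min at room temperature, then Ub-Rho substrate (150nM final) was added. Fluorescence (480/540 nm) was read kinetically, 6 reads every 60 seconds.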
GRP78 ERSR act – induces the endoplasmic reticulum stress response in human glioma cells; U87-MG GRP78 promoter luciferase reporter, 16 h; Potency, µM, for the others: at the highest dose activation, usual class: activators; hit rate 0.02% among 420,000; AID 602332; note: potency is the fitted concentration of half-maximal effect; series mostly up to about 76 µM; % of control where 0% means no effect; nearly all actives have a fitted effect of over 35% in size
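Stably transfected U87-MG glioma cells carrying a GRP78-based luciferase sensor; 16 h compound incubation. Luminescence end-point read 10 min after Bright-Glo addition at room temperature.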
PI4K2A block – PI4K2A (human) kinase inhibition; AID 1346378; Q9BTU6; activity change, negative = inhibition, % at 76.9 µM; purified PI4K2A, ADP-Glo luminescence, 1 h; hits give low values; hit rate 0.13% among 420,000; in the data active = activity change below about -50%; inconclusive = mostly about -30% to -49%;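 note: -100% = wells without enzyme as full effect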
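ADP-Glo luminescence measured ADP generated by PI4K2A enzyme (4 ug/mL before mixing) with 1.2 mM PI substrate (pre-mix) and 300 microM ATP (pre-mix). Tris pH7.5 buffer with MgCl2, Triton X-100; 1 h reaction at ambient temperature.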
RXFP1 ag – activates the human relaxin receptor RXFP1 | Q9HBX9 | HEK293T-RXFP1 cAMP TR-FRET, 30 min; response scale: percent of porcine relaxin response, buffer zero | Potency, µM (doses to about 57.5 µM), without a hit: at the highest dose activation, usual class: activators | hit rate 0.3% among 370,000 | AID 2676; note: potency is the fitted concentration of half-maximal effect; % is set by controls: 0 for no effect and ±100 for the full control effect; nearly all actives have a fitted effect of over 60% in size; many of its hits are not listed in these tables
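cAMP rise read by TR-FRET after 30 min, 37C compound exposure (up to 58 uM) in RXFP1-transfected HEK293 cells with Ro 20174 present. EC50 from Hill-equation fits, with 29 nM porcine relaxin as 100% and buffer as basal.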
Vif-APOBEC3G blk – inhibitors of Vif-APOBEC3G interaction; AID 602310; HeLa A3G-eYFP + Vif (tagged APOBEC3G with the HIV-1 protein that degrades it), YFP fluorescence, overnight; hit rate 0.076% among 410,000; Potency, µM (highest dose often 46.1 µM), for the others: top-dose activity, negative = active, actives largely listed as inhibitors; Q9HC16;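 note: potency is the fitted concentration of half-maximal effect; % is set by controls: 0 for no effect and ±100 for the full control effect; nearly all actives have a fitted effect of over 60% in size; hits raise eYFP signal because A3G escapes Vif-driven loss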
Target sequence (Q9HC16 whole entry, looked up): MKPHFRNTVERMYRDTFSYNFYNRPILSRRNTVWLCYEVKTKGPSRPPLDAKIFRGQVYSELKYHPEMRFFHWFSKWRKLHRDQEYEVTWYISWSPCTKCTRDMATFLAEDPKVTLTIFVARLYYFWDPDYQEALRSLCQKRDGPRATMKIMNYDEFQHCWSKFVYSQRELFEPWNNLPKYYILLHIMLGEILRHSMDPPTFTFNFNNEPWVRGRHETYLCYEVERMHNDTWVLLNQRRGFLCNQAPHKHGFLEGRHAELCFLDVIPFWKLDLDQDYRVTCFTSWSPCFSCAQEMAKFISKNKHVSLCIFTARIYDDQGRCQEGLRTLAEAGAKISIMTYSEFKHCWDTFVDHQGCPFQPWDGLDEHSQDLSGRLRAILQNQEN
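Read-out is eYFP fluorescence (Ex 488/Em 500-530) from Vif-expressing HeLa A3G-eYFP cells; more signal means A3G escaped Vif-mediated degradation. Cells plated overnight, compound pinned in, incubated overnight at 37 deg C.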
Vif-APOBEC3F blk – blocks the Vif interaction with APOBEC3F | hit rate 0.2% among 390,000 | AID 602313 | HeLa A3F-eYFP + Vif (tagged APOBEC3F with the HIV-1 protein that degrades it), YFP fluorescence increase | Potency, µM (highest dose often 46.1 µM), inactives show at the highest dose activity, negative = active; note: potency is the fitted concentration of half-maximal effect; % of control where 0% means no effect; nearly all actives have a fitted effect of over 65% in size
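HeLa cells stably expressing A3F-eYFP plus Vif, plated and incubated overnight at 37 deg C, then exposed to compounds overnight at 37 deg C. Blocked degradation read as raised yellow fluorescence (Ex 488/Em 500-530).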
mIDH1 inhibitor – human IDH1 R132H inhibition; O75874; IDH1-R132H enzyme, NADPH consumption, diaphorase/resazurin fluorescence; Potency, µM (doses to about 76.6 µM), without a hit: at the highest dose activity change, negative = inhibition, usual class: inhibitors; hit rate 0.093% among 390,000; AID 602179; note: potency is the fitted concentration of half-maximal effect; % is set by controls: 0 for no effect and ±100 for the full control effect; nearly all actives have a fitted effect of over 65% in size
Target sequence (O75874 whole entry R132H, stated change not applied): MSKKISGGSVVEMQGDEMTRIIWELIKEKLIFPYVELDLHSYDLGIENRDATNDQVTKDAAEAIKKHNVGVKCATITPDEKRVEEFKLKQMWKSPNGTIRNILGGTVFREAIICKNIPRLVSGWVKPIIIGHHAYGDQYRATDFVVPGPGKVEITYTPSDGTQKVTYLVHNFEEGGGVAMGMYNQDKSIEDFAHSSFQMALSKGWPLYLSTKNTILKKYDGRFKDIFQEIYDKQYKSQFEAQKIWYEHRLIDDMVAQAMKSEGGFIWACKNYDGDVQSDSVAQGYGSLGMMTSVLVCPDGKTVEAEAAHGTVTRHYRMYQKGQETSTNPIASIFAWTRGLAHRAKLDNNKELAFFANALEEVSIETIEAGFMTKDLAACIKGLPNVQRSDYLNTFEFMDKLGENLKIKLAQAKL
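IDH1-R132H (0.5 ug/mL dispensed) in pH 7.5 Tris buffer was preincubated 30 min with compound, then given a substrate mix of 0.016 mM NADPH and 2 mM alpha-KG for 80 min at room temperature; remaining NADPH was read by diaphorase/resazurin fluorescence.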
TrxR1 substrate – substrates of rat thioredoxin reductase 1. hit rate 0.01% among 390,000. purified TrxR1 substrate turnover, NADPH consumption readout. AID 588456. O89049. Potency, µM (top dose mostly 114 µM), inactives show at the highest dose activity change, negative = substrate turnover; note: potency is the fitted concentration of half-maximal effect; % is set by controls: 0 for no effect and ±100 for the full control effect; nearly all actives have a fitted effect of over 50% in size
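Rat TrxR1, dispensed at 90 nM, was prereduced with 400 uM NADPH (final) for 5 min at ~22 deg C, then incubated with compound 15 min before 400 uM selenite. A first-read NADPH fluorescence drop versus no-compound background flagged substrates.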
Starred values were filed as active, the others as inactive; ? = inconclusive; . = not tested or not shown; [ ] = remark or other dose. Unless noted, calls come from the whole dose curve; as a rule, active = well fitted curve in the direction sought with a large enough effect; inconclusive = small, poorly fitted or top-dose-only effect, or another doubt; inactive = no such curve, though single readings can be large; an effect the other way counts as inactive or inconclusive.

Sequence of screens: LDHA inh	USP1 inh	GRP78 ERSR act	PI4K2A block	RXFP1 ag	Vif-APOBEC3G blk	Vif-APOBEC3F blk	mIDH1 inhibitor	TrxR1 substrate
- Cc1nc2ccc(S(=O)(=O)N(C)CC(=O)Nc3ccc(C(C)C)cc3)cc2s1
    -1	-18%	.	1	3.0%	.	.	.	-4%
- Cc1ccc(C2=Nc3ccc(Br)cc3C(c3ccncc3)=NN2)cc1
    0	-15%	?	5	0.2%	1%	1%	15µM*	-1%[57.1 µM]
- COC(=O)c1cc2ccccn2c2c(C(=O)OC)c(C(=O)OC)cc1-2
    -3	-25%	-7%	-2	-1.6%	-1%	-10%	8%	-7%
- O=C1CCCc2c1oc1c2CCCC1
    18	6%	-3%	6	.	-2%	-9%	-4%	-12%
- CN(Cc1cccc(F)c1)C(=O)Cc1ccc(S(=O)(=O)N2CCOCC2)s1
    -4	-21%	-2%	4	1.5%	-2%	1%	2%	8%
- CN1CCN(C(=O)NC2CCCCC2)CC1
    -21	-4%	-6%	7	-1.2%	0%	-9%	15%	-1%
- CCCC(C)C(=O)Nc1cc([N+](=O)[O-])ccc1Cl (configuration not stated)
    0	-23%	-3%	3	-0.6%	-4%	14%	8%	1%[57.1 µM]
- O=C(CN1CCCC1)NCC(=O)Nc1ccc(F)cc1
    -1	-20%	-4%	-2	3.6%	2%	15%	9%	-2%
- CCOC(=O)C1=C(Nc2ccc(Br)cc2)CC(C)(O)C(C(=O)OCC)C1c1ccccc1 (configuration not stated)
    -4	-14%	-1%	5	4.3%	2%	-8%	-6%	-6%
- COc1ccc(CNC(=O)Cn2c(=O)oc3cc(S(=O)(=O)N4CCCCCC4)ccc32)cc1
    -12	-16%	-3%	0	2.9%	7%	2%	-2%	-4%[57.1 µM]
- CCN(CC)C(=O)c1ccc(NS(=O)(=O)c2ccc3[nH]c(=O)[nH]c3c2)cc1
    -3	-1%	-5%	-3	-3.6%	-2%	6%	5%	-2%
- CCOc1cc(CNS(=O)(=O)c2ccc3c(c2)C(C)(C)C(=O)N3)cc(OCC)c1OCC
    -1	-21%	-4%	-2	-0.5%	3%	-2%	-4%	-2%
- C/C(=N\NC(=O)c1cc(-c2ccncc2)nc2ccccc12)c1ccc(N2CCOCC2)cc1
    -7	-17%	-2%	-2	-3.6%	?	-7%	2%	-11%
- CCc1cccc(NC(=O)Cn2c(=O)c(C(F)(F)F)nc3ccccc32)c1
    -11	-20%	-2%	-3	14%	3%	0%	11%	4%[57.1 µM]
- COc1ccc(/C=C/C(=O)Nc2ccccc2C(F)(F)F)cc1OC
    -1	-13%	-2%	-2	-1.6%	-1%	-13%	5%	-25%[57.1 µM]
- Cc1ccc(OCC(=O)N2CCCCCCC2)cc1C
    -1	-22%	8%	-2	-0.4%	-4%	0%	1%	5%
- CCCSc1nnc(Cn2c(=O)sc3ccccc32)n1-c1ccccc1
    -8	-17%	0%	0	-0.3%	0%	6%	-6%	4%[57.1 µM]
- CCc1ccccc1NC(=O)N1CCN(Cc2nc3ccc(C)cc3o2)CC1
    -1	-4%	-1%	2	2.2%	0%	6%	22%	3%[57.1 µM]
- COc1ccc(CCC(=O)NNC(=S)NCc2ccc(F)cc2)cc1
    -1	-18%	0%	-1	-0.7%	0%	3%	6%	-3%
- O=C1Nc2ccccc2C1=Nc1ccc(Br)cc1
    15	-9%	1%	5	2.3%	0%	1%	0%	-1%
- Cc1ccc([C@@H]2[C@@H]3C(=O)N(c4ccccc4)C(=O)[C@@H]3[C@]3(C)C(=O)N(CC4CC4)CC(=O)N23)o1
    -5	13%	0%	-1	-1.9%	1%	0%	-8%	-3%
- CCOC(=O)C1(C(=O)OCC)NC(=O)CC1CC (configuration not stated)
    -1	-9%	-2%	0	.	-4%	1%	-9%	1%[57.1 µM]
- CC(C)Oc1cccc(C(=O)NC(=S)Nc2ccccc2)c1
    -3	-20%	-1%	-1	1.5%	0%	-7%	6%	-7%
- CCN(CCC(=O)O)c1ccccc1
    -1	-15%	-2%	-13	-0.5%	5%	7%	10%	-6%
- CCC(c1nnnn1Cc1ccc2c(c1)OCO2)N1CCN(c2ccc(F)cc2)CC1 (configuration not stated)
    -2	-11%	-6%	-6	-0.1%	0%	-10%	10%	-5%
- O=C(N/N=C\c1cccc(F)c1)c1ccc(Cn2cc(Br)c([N+](=O)[O-])n2)o1
    -17	-8%	-4%	2	-2.3%	0%	1%	14%	7%[57.1 µM]
- COc1ccc(C(=O)NC(C)c2ccc(-n3ccnc3)cc2)c(OC)c1OC (configuration not stated)
    -6	-10%	-4%	0	-3.7%	-1%	5%	1%	-3%
- Cc1cccc(C)c1NC(=O)Cn1c(=O)n(CC2CCC(C(=O)NCCc3ccccc3)CC2)c(=O)c2ccccc21 (configuration not stated)
    -4	-23%	-2%	-3	2.5%	0%	-27%	-12%	5%
- Cc1ccc(C(=O)CCCn2nnc(-c3cccnc3)n2)cc1C
    -1	-21%	2%	3	0.2%	0%	-7%	4%	-6%
- Cc1oc(-c2ccc(Cl)cc2)nc1CN1CCCC(C(=O)NC2CC2)C1 (configuration not stated)
    -2	-5%	2%	-2	4.3%	-3%	1%	7%	8%[57.1 µM]
- CCNC(=S)NNC(=O)c1csc(C(C)C)c1
    1	-17%	3%	5	-0.9%	-10%	1%	1%	-6%
- COc1ccc(OC)c2sc(N(Cc3cccnc3)C(=O)c3ccco3)nc12
    -4	-20%	-3%	-3	-1.0%	-9%	1%	0%	-4%[57.1 µM]
- CCOC(=O)N1CCN(C(=O)CN(c2cc(C(F)(F)F)ccc2Cl)S(C)(=O)=O)CC1
    -5	-7%	-1%	-1	0.4%	2%	-3%	2%	7%
- OCCN1CCN(c2ncnc3c2ncn3[C@H]2CN(Cc3cccc(C(F)(F)F)c3)C[C@@H](CO)O2)CC1
    -5	.	0%	0	.	1%	.	.	.
- Cc1ccc(CN2CCSc3ccc(C(=O)N4CCN(c5ccccc5)CC4)cc32)cc1
    -1	?	-2%	0	8.7%	0%	4%	-15%	12%
- Cc1cc(C)n(CC(O)Cn2c3ccccc3c3ccccc32)n1 (configuration not stated)
    -1	?	-6%	-2	-1.4%	0%	2%	9%	9%[57.1 µM]
- CC1CC2OC(=O)C3(C)CCCC(C)(C23)C1(O)CCc1ccoc1 (configuration not stated)
    -10	-7%	-4%	-12	1.1%	2%	9%	0%	2%
- CC(C)C[C@@H]1NC(=O)[C@H](Cc2ccc(O)cc2)NC(=O)c2cc([N+](=O)[O-])cc(I)c2NCCC[C@@H](C(N)=O)NC1=O
    -7	-26%	-4%	-7	-0.4%	1%	-2%	3%	3%
- COc1ccccc1-c1ccc(SCc2ccccc2F)nn1
    3	?	?	0	-0.7%	-6%	-7%	1%	-7%
- Cc1ccc[n+](CC(=O)Nc2ccc(C)c(C)c2)c1
    -1	-20%	-5%	3	-2.5%	-1%	-3%	1%	4%
- O=c1sc2ccccc2c(N2CCCCC2)c1[N+](=O)[O-]
    -15	-12%	-1%	-2	0.0%	8%	6%	-7%	3%
- CC/C(=N\Nc1nncc2ccccc12)c1ccc(F)cc1
    -7	-3%	-8%	-13	-0.7%	0%	-14%	0%	-3%
- COc1ccc(N2CC(C)(C)[C@H](CC(=O)Nc3ccc(Br)cc3)C2=O)cc1
    2	-22%	-5%	0	.	0%	3%	3%	.
- CC1CCCC(NC(=O)COC(=O)c2cc(S(=O)(=O)N3CCOCC3)ccc2F)C1C (configuration not stated)
    -7	-8%	-3%	-1	-0.5%	2%	0%	-2%	-1%
- O=C(CN1C(=O)NC2(CCc3ccccc32)C1=O)Nc1ccccc1C(F)(F)F (configuration not stated)
    -11	-11%	-6%	1	-1.8%	0%	-16%	-5%	-2%
- Cc1ccc(C(=O)Nc2cccc(-c3ccc(N4CCOCC4)nn3)c2)cc1[N+](=O)[O-]
    -4	-21%	-1%	-6	0.8%	-4%	-17%	5%	-6%[57.1 µM]
- COc1cccc(C(=O)Nc2ccc(C(=O)c3ccccc3)cc2)c1
    -5	-19%	3%	1	-0.5%	2%	-29%	16%	2%
- Cc1ccnc(SCC(=O)c2cccs2)n1
    -7	-10%	1%	-1	-0.9%	2%	0%	-4%	-9%
- CCc1ccccc1NC(=O)Cn1c(=O)n(Cc2ccc3c(c2)OCO3)c(=O)c2ccc(C(=O)NC3CCCCC3)cc21
    4	-24%	0%	-3	1.4%	-2%	?	11%	3%
- COc1ccccc1Nc1nc(N)nc(CSc2nncn2C)n1
    -3	-5%	-3%	1	0.7%	0%	0%	4%	-7%
- COCCNC(=O)CN(c1cc(Cl)ccc1OC)S(C)(=O)=O
    -8	-11%	-4%	2	1.3%	2%	-2%	-6%	8%
- Cc1ccc(S(=O)(=O)Nc2ccc3c(c2)n(C)c(=O)n3C)c(C)c1
    -4	-11%	-6%	-8	0.6%	-8%	4%	2%	-3%
- CCC(CO)NCc1cc(OC)c(OCC(=O)NCCc2ccccc2)cc1Br (configuration not stated)
    -6	-13%	-5%	-2	0.3%	0%	-10%	4%	8%[57.1 µM]
- O=C(NCc1ccccc1)N1CCCC1
    -9	2%	-4%	0	1.5%	4%	-3%	7%	-10%

Not all compounds are listed, so the mix of outcomes need not match the whole.
